# tim23-1 inh – inhibits growth of tim23-1 mutant yeast | S. cerevisiae tim23-1 growth, BacTiter-Glo luminescence, 24 h | inhibition, % at 20 µM | hit rate 1.3% among 330,000;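 active = growth inhibition of the mutant yeast at or above 50%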;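 also: temperature-sensitive mutant grown at 25 °C; plate controls were DMSO-treated mutant yeast for no effect and medium wells lacking yeast for full effect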
# APJ antag – antagonists of human APJ apelin receptor. P35414. inhibition, % at 20 µM. CHO-K1 APJ beta-arrestin complementation, luminescence. hit rate 0.32% among 330,000;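 active = inhibition above about 40% at 20 µM, limit read from the data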;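 also: cells challenged with 10 nM apelin-13 agonist together with compound; plate controls were apelin-13 plus DMSO wells for no effect and DMSO wells lacking apelin-13 for full effect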
# Target sequence (P35414 whole entry, looked up): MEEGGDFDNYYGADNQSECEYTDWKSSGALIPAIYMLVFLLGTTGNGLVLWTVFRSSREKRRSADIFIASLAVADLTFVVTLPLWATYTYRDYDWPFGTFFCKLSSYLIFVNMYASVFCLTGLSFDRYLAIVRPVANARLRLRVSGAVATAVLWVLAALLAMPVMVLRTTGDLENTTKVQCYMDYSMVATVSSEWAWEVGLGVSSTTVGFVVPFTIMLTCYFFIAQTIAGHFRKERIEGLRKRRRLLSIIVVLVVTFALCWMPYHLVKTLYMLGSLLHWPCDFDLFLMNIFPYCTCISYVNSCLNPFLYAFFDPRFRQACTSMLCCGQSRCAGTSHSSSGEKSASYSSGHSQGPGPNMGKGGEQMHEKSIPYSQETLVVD
# CHOP UPR activ – activators of apoptotic arm of unfolded protein response (CHOP); CHO-CHOP luciferase reporter, UPR activation, luminescence; percent of tunicamycin response over DMSO baseline; activation, % at 10 µM; hit rate 0.34% among 330,000;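 active = at 10 µM dose, activation of 40% or more, normalized to positive control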;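 also: 100% = tunicamycin at 10 µg/mL and 0% = DMSO alone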
#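 measured by = luciferase luminescence | assay system = CHO-CHOP cells, stable luciferase reporter of PERK-eIF2a-CHOP signalling | amount = 500 reporter cells seeded per well | timing = 6 h compound exposure at 37 °C after overnight seeding | controls = positive tunicamycin 10 µg/mL, negative DMSO alone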
# 697 NFkB inh – lowers PMA/ionomycin-induced NF-kB signal in 697 B cells. 697 B-cell NF-kB luciferase reporter, 16 h. inhibition, % at 4 µM. hit rate 0.33% among 330,000. AID 435022; in the data active = inhibition above about 35%
# Jurkat NFkB inh – lowers PMA/ionomycin-induced NF-kB signal in Jurkat cells. hit rate 0.53% among 330,000. PMA/ionomycin-induced NF-kB luciferase reporter, luminescence. inhibition, % at 4 µM. AID 435003; in the data active = inhibition above about 50%
# APJ ag – APJ receptor agonism | AID 2520 | hit rate 0.11% among 330,000 | CHO-K1 APJ PathHunter beta-arrestin, luminescence; 0% DMSO wells, 100% apelin | activation, % at 20 µM;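 active = activation more than six SD over the plate average, tested at 20 µM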;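 also: 0% = DMSO alone and 100% = apelin-13 at 10 nM; some results filed as inactive read as strong as hits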
#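 Test system: CHO-K1 APJ beta-arrestin complementation cell line. Amount: cell density 1000 per well. Controls: DMSO negative, 10 nM Apelin-13 positive. Signal: luminescent beta-gal fragment complementation, chemiluminescent substrate. Read-out basis: agonist-driven arrestin binding to APJ. Timing: compound stimulation 90 min at 25 °C, detection 60 min.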
# XBP1 UPR activ – adaptive UPR (XBP1) activation. hit rate 0.33% among 330,000. CHO-XBP1 luciferase reporter, IRE1-XBP1 UPR activation, luminescence; percent of tunicamycin response, DMSO as zero. AID 463104. activation, % at 20 µM;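 active = versus positive control, 20 µM dose yields 30% or more activation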;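 also: 100% = tunicamycin at 10 µg/mL and 0% = DMSO only wells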
#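 Test system: CHO-XBP1 luciferase reporter cells | Buffer or medium: Serum-containing F12 medium, 10% FBS | Schedule: 6 h compound exposure at 37 °C, 5% CO2 | Detection: Steady-Glo luciferase glow luminescence, 10 min after reagent addition | Read-out basis: Activation, % of tunicamycin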
# Mdm2-MdmX inh – human Mdm2/MdmX binding inhibition | inhibition, % at 8 µM | hit rate 3% among 330,000 | O15151+Q00987 | AID 485346 | SaOS-2 split-luciferase Mdm2/MdmX complementation, luminescence;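 active = inhibition of at least 50% at 8 µM in the primary screen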
# An asterisk follows results filed as active.
SMILES,tim23-1 inh,APJ antag,CHOP UPR activ,697 NFkB inh,Jurkat NFkB inh,APJ ag,XBP1 UPR activ,Mdm2-MdmX inh
CN(C)S(=O)(=O)c1cccc(C(=O)N(Cc2ccc(F)cc2)Cc2ccco2)c1,14,7,-2.1,3,14,-7,-1,3
Cc1c(C(=O)NC2CCN(Cc3ccccc3)C2)oc2ccc(Br)cc12 (centres undefined),12,8,1.0,10,9,0,4,12
Cc1cc(C)n(-c2ccc(C(=O)Nc3nnc(C4CC4)s3)cc2)n1,3,10,0.3,-7,-32,1,0,10
Cc1cc(=O)oc2cc(NC(=S)NNC(=O)c3c(Cl)cnn3C)ccc12,-13,2,0.0,21,18,-2,-2,5
Cc1ccc(CNS(=O)(=O)/C=C/c2ccc3c(c2)OCO3)cc1,26,20,-1.4,-29,-12,-4,1,-17
c1ccc2oc(-c3[nH]ncc3CN(Cc3ccncc3)CC3CCCO3)cc2c1 (centres undefined),22,16,1.5,-18,-6,-3,0,9
O=C(CN1C(=O)CCC1=O)c1ccc(-c2ccccc2)cc1,34,3,3.1,-27,-9,-2,0,-13
CC(C)CC(=O)C1CCCN(C(=O)c2ccc3oc(Cc4ccccc4)nc3c2)C1 (centres undefined),30,14,0.4,-55,-2,8,-3,15
COc1ccccc1CNC(=O)COC(=O)c1c[nH]c2ccccc12,6,4,0.7,22,-6,-5,0,10
O=C(CSC1=NS(=O)(=O)c2cc(F)ccc2N1)NCCc1ccccc1,-6,8,1.0,16,5,-2,-3,21
COC(=O)c1ccc(C)c(NC(=O)C(CCSC)NC(=O)c2cc(OC)c(OC)c(OC)c2)c1 (centres undefined),-1,3,0.1,15,-4,0,-6,-16
O=S(=O)(c1ccc2ccccc2c1)N1CCN(C2Cc3ccccc3C2)CC1,-1,0,-0.3,11,1,-3,-2,2
CCOC(=O)c1[nH]c2cc3c(cc2c1NC(=O)CN1CCN(CCO)CC1)OCO3,1,5,-0.1,1,-4,-4,6,12
O=C(CCc1nc2ccccc2[nH]c1=O)OCC(=O)c1ccc(Cl)cc1,-1,6,2.4,11,11,-2,-3,10
Cc1ccc(-c2noc(CCC(=O)Nc3ccc4c(c3)OCO4)n2)cc1,12,15,1.4,-2,-5,-1,-1,29
CC(C)(C)OC(=O)N1CCCC1C(=O)O (centres undefined),5,-11,-0.1,4,-2,-3,0,21
Cn1nc(C(=O)Nc2nc3ccccc3[nH]2)c2ccccc2c1=O,16,1,4.8,-27,-27,2,4,1
O=C(NCC(=O)N(c1cccc(F)c1)C(C(=O)NCC1CCCO1)c1ccccc1)c1ccco1 (centres undefined),6,-3,-0.7,17,-5,-7,-3,-1
CCCN1C2CCCC1CC(NC(=O)c1cccc(Cl)c1)C2 (centres undefined),1,9,-1.6,5,8,1,-5,-4
Cn1c(NCCCO)nc2ccccc21,7,2,1.0,17,-5,0,1,5
COc1ccc(Nc2ccc(S(=O)(=O)N3CCCCC3)cc2[N+](=O)[O-])cc1,6,-14,0.2,-16,24,-2,-2,23
COc1ccc(C)cc1Nc1n[n+](-c2ccccc2)c(-c2ccc(C(=O)O)cc2)s1,-2,-9,2.0,-2,7,3,-1,8
CC(C)CN(CC(C)C)C(=O)c1cccc(S(=O)(=O)N2CCc3ccccc32)c1,38,22,-0.7,13,11,3,-3,26
CCN(c1ccccc1)S(=O)(=O)c1ccc(Cl)c(C(=O)NCCc2ccc(OC)cc2)c1,3,5,-0.9,-13,0,-2,-1,3
CCOc1ccc(-c2nnc(N3CCCCC3)c3ccccc23)cc1,44,8,1.5,-18,-11,-4,1,62*
COc1ccc(-n2c(SCC(=O)N3CCCCC3)nc(O)cc2=O)cc1,17,2,-0.9,11,-5,5,0,-16
CCOc1cccc2sc(N(CCCN(C)C)C(=O)c3ccc(S(=O)(=O)N(C)CC4CCCO4)cc3)nc12 (centres undefined),-2,7,-0.1,-53,2,-2,-5,-10
CCOC(=O)c1sc(C)c(C(=O)NCCCN2CCOCC2)c1N,11,1,-0.7,-28,-12,2,0,-14
O=[N+]([O-])c1ccc(N2CCNCC2)c(S(=O)(=O)N2CCOCC2)c1,-3,13,0.5,10,6,0,1,4
Cc1ccccc1NC(=O)CSc1ccc(-c2ccccn2)nn1,14,-18,1.5,-10,-4,-1,0,1
Cc1c(C)n2c(SCC(=O)N3CCOCC3)nnc2[nH]c1=O,-2,-57,-0.6,18,-10,-1,-4,6
Cc1cc(C)cc(OC(=O)CS(=O)c2ccc(C(F)(F)F)cc2[N+](=O)[O-])c1 (centres undefined),66*,-21,-0.2,14,-13,3,-3,50*
CCc1ccc(-n2c(=O)c3c(C)c(C(=O)N(C)C)sc3n(CC(=O)NCc3ccco3)c2=O)cc1,-3,-6,1.3,16,14,-2,0,12
COc1ccc(N(CC(=O)NCCOc2ccccc2)S(=O)(=O)c2ccc(C)cc2)cc1,29,-23,-0.8,-6,-22,-3,-6,10
COc1ccc(Br)cc1-c1nc2c(c(=O)[nH]c(=O)n2Cc2ccccc2)n1C,-18,5,0.6,0,10,0,50*,27
Cc1ccc(S(=O)(=O)Nc2ccc3c(c2)CC(=O)N([C@H](C)CO)C[C@@H](C)[C@H](CN(C)S(=O)(=O)c2ccccc2)O3)cc1,-11,1,1.2,2,-2,-2,3,-15
CCOC(=O)c1cn[nH]c1C(F)(F)F,-2,-6,-2.9,0,-7,-3,-2,20
Cc1cc(C)cc(NC(=O)CN2CCC(C(=O)c3ccccc3)CC2)c1,15,23,1.2,10,8,-5,1,15
Cc1ccc(-c2nnn(CC(=O)N(Cc3cccs3)C(C(=O)NCC3CCCO3)c3ccco3)n2)o1 (centres undefined),17,-5,0.9,1,16,-2,0,11
COc1ccc(Cn2c(C(F)(F)F)ccc(C(N)=O)c2=O)cc1,28,5,0.7,-20,-6,0,9,-18

# Given as tab-separated lines: 18 of the compounds above
structure	tim23-1 inh	APJ antag	CHOP UPR activ	697 NFkB inh	Jurkat NFkB inh	APJ ag	XBP1 UPR activ	Mdm2-MdmX inh
Cn1c(NCCCO)nc2ccccc21	7	2	1.0	17	-5	0	1	5
COc1ccc(Nc2ccc(S(=O)(=O)N3CCCCC3)cc2[N+](=O)[O-])cc1	6	-14	0.2	-16	24	-2	-2	23
COc1ccc(C)cc1Nc1n[n+](-c2ccccc2)c(-c2ccc(C(=O)O)cc2)s1	-2	-9	2.0	-2	7	3	-1	8
CC(C)CN(CC(C)C)C(=O)c1cccc(S(=O)(=O)N2CCc3ccccc32)c1	38	22	-0.7	13	11	3	-3	26
CCN(c1ccccc1)S(=O)(=O)c1ccc(Cl)c(C(=O)NCCc2ccc(OC)cc2)c1	3	5	-0.9	-13	0	-2	-1	3
CCOc1ccc(-c2nnc(N3CCCCC3)c3ccccc23)cc1	44	8	1.5	-18	-11	-4	1	62*
COc1ccc(-n2c(SCC(=O)N3CCCCC3)nc(O)cc2=O)cc1	17	2	-0.9	11	-5	5	0	-16
CCOc1cccc2sc(N(CCCN(C)C)C(=O)c3ccc(S(=O)(=O)N(C)CC4CCCO4)cc3)nc12 (centres undefined)	-2	7	-0.1	-53	2	-2	-5	-10
CCOC(=O)c1sc(C)c(C(=O)NCCCN2CCOCC2)c1N	11	1	-0.7	-28	-12	2	0	-14
O=[N+]([O-])c1ccc(N2CCNCC2)c(S(=O)(=O)N2CCOCC2)c1	-3	13	0.5	10	6	0	1	4
Cc1ccccc1NC(=O)CSc1ccc(-c2ccccn2)nn1	14	-18	1.5	-10	-4	-1	0	1
Cc1c(C)n2c(SCC(=O)N3CCOCC3)nnc2[nH]c1=O	-2	-57	-0.6	18	-10	-1	-4	6
Cc1cc(C)cc(OC(=O)CS(=O)c2ccc(C(F)(F)F)cc2[N+](=O)[O-])c1 (centres undefined)	66*	-21	-0.2	14	-13	3	-3	50*
CCc1ccc(-n2c(=O)c3c(C)c(C(=O)N(C)C)sc3n(CC(=O)NCc3ccco3)c2=O)cc1	-3	-6	1.3	16	14	-2	0	12
COc1ccc(N(CC(=O)NCCOc2ccccc2)S(=O)(=O)c2ccc(C)cc2)cc1	29	-23	-0.8	-6	-22	-3	-6	10
COc1ccc(Br)cc1-c1nc2c(c(=O)[nH]c(=O)n2Cc2ccccc2)n1C	-18	5	0.6	0	10	0	50*	27
Cc1ccc(S(=O)(=O)Nc2ccc3c(c2)CC(=O)N([C@H](C)CO)C[C@@H](C)[C@H](CN(C)S(=O)(=O)c2ccccc2)O3)cc1	-11	1	1.2	2	-2	-2	3	-15
CCOC(=O)c1cn[nH]c1C(F)(F)F	-2	-6	-2.9	0	-7	-3	-2	20

# Next compounds.
SMILES,tim23-1 inh,APJ antag,CHOP UPR activ,697 NFkB inh,Jurkat NFkB inh,APJ ag,XBP1 UPR activ,Mdm2-MdmX inh
Cc1noc(C)c1C(=O)Nc1nc(-c2ccccc2Cl)cs1,24,2,2.6,-23,-5,-1,1,0
CC(C)(C)c1ccc(C(=O)NCCCNC(=O)c2ccccn2)cc1,4,-9,3.2,-6,9,-1,-1,11
CC(Sc1nc2ccccc2c(=O)n1CC1CCCO1)C(=O)Nc1ccc(S(N)(=O)=O)cc1 (centres undefined),1,9,-1.3,0,-2,2,-1,3
O=C(NCCCn1ccnc1)Nc1ccc(Cl)cc1Cl,-5,-8,-2.5,1,-4,-1,-1,13
O=C(NCCC1CCCCN1S(=O)(=O)c1ccc(F)cc1)C(=O)NCc1cccnc1 (centres undefined),-8,-31,1.3,-5,0,-4,0,-3
CCOC(=O)CSc1nc2sc3c(c2c(=O)n1-c1ccc(OC)cc1)CCN(C)C3,9,0,0.9,1,8,0,-3,15
COc1ccc(CNC(=O)C2(CC3CC(c4ccccc4)=NO3)CCN(C(=O)C3(C)CC3)CC2)cc1 (centres undefined),-1,1,-1.8,18,16,6,-3,14
CCCCn1c(N)c(N(CCC(C)C)C(=O)CN2C(=O)C3CCCCC3C2=O)c(=O)[nH]c1=O (centres undefined),-7,17,-2.0,11,3,-2,-1,11
CCOC(=O)c1cccc(N2C(=O)Nc3ccccc3N2O)c1,7,0,0.5,2,-2,-1,-1,6
CCOC(=O)c1ccc(Oc2nc(N(C)C)nc(N(C)C)n2)cc1,20,5,-1.1,5,0,1,0,-16
COc1ccccc1NC(=O)C(C)OC(=O)C(C)SCC(=O)Nc1ccc(C)cc1 (centres undefined),36,6,1.2,-6,15,6,-1,26
O=C1NC(CCc2ccccc2)C(=O)N1CCOc1ccccc1 (centres undefined),18,20,-1.7,10,-7,-3,-5,-8
O=C(Nc1ccccc1)Nc1nnc(-c2cccs2)s1,1,-9,7.5,-108,-85,-2,2,-25
Cc1ccc(-c2csc3ncnc(NS(=O)(=O)c4ccc(Cl)cc4)c23)cc1,23,-3,1.4,-2,4,-2,-1,4
COc1ccc(N=NC2C(=O)N(c3ccccc3)N=C2C)cc1 (centres undefined),17,19,2.5,-9,-1,-5,5,-10
COc1cccc(Nc2c(Nc3cccc(OC)c3)c(=O)c2=O)c1,-12,11,1.5,13,-7,-1,0,4
